Screens deposited in PubChem BioAssay by National Center for Advancing Translational Sciences (NCATS).
TrxR1 substrate: is turned over as a substrate by rat TrxR1. Potency, µM (titrated, usually from 114 µM), inactives show at the highest dose activity change, negative = substrate turnover. purified TrxR1 substrate turnover, NADPH consumption readout. hit rate 0.01% among 390,000; further: potency means the concentration at half of the fitted maximal effect; on the % scale 0 is the no-effect control and ±100 the full control effect; nearly all actives have a fitted effect of over 50% in size
Target sequence (O89049 whole entry, looked up): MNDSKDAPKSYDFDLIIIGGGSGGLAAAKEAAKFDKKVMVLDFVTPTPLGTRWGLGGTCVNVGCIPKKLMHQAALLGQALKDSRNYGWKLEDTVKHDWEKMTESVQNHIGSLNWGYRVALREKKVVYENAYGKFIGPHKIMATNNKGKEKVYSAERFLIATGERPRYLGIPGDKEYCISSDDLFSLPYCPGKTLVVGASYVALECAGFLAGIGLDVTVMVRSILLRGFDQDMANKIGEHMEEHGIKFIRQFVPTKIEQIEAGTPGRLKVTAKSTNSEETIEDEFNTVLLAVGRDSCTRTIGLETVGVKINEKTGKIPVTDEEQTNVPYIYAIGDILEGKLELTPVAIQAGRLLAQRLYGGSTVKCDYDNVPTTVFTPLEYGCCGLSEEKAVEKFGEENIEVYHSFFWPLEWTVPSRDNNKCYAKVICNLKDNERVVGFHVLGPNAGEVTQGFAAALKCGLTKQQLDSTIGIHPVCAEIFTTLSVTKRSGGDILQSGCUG
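Rat TrxR1, dispensed at 90 nM, was prereduced with 400 uM NADPH (final) for 5 min at ~22 deg C, then incubated with compound 15 min before 400 uM selenite. A first-read NADPH fluorescence drop versus no-compound background flagged substrates.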
HP1b binding inh: inhibitors of HP1-beta chromodomain binding to methylated histone tails | Potency, µM (top dose mostly 114 µM), inactives show at the top dose activity change, negative = inhibition, most hits filed as inhibitors | AID 540317 | P83916 | AlphaScreen HP1-beta / biotin-H3K9me3 peptide binding | hit rate 0.56% among 390,000; further: potency means the concentration at half of the fitted maximal effect; nearly all actives have a fitted effect of over 70% in size; inactives centre near 23
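HP1-beta protein (50 nM final) preincubated 30 min at room temperature with biotinylated H3(1-18)K9me3 peptide (50 nM) in PBS pH 7.4, 0.01% Tween-20, then compound added for 30 min. AlphaScreen streptavidin donor/nickel chelate acceptor beads (10 ug/mL final), 30 min dark, luminescence read.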
Tb PGK inh: T. brucei PGK inhibition. Potency, µM (titrated, usually from 57.5 µM), inactives show top-dose activity change, negative = inhibition, usual class: inhibitors. hit rate 0.043% among 380,000. P07378. PGK/GAPDH coupled, Kinase-Glo luminescence, 60 min; further: potency means the concentration at half of the fitted maximal effect; on the % scale 0 is the no-effect control and ±100 the full control effect; nearly all actives have a fitted effect of over 60% in size
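Recombinant glycosomal PGK reaction used 1,3-bisphosphoglycerate generated in-well by GAPDH (100nM final) in 100mM TEA pH 7.6, 5mM MgCl2, 0.01% Tween-20. After 60 minutes at room temperature, ATP was read by Kinase-Glo Plus luminescence end-point.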
mIDH1 inhibitor: human IDH1 R132H inhibition; O75874; IDH1-R132H enzyme, NADPH consumption, diaphorase/resazurin fluorescence; Potency, µM (highest dose often 76.6 µM), without a hit: at the highest dose activity change, negative = inhibition, actives largely listed as inhibitors; hit rate 0.093% among 390,000; AID 602179; further: potency means the concentration at half of the fitted maximal effect; on the % scale 0 is the no-effect control and ±100 the full control effect; nearly all actives have a fitted effect of over 65% in size
Target sequence (O75874 whole entry R132H, stated change not applied): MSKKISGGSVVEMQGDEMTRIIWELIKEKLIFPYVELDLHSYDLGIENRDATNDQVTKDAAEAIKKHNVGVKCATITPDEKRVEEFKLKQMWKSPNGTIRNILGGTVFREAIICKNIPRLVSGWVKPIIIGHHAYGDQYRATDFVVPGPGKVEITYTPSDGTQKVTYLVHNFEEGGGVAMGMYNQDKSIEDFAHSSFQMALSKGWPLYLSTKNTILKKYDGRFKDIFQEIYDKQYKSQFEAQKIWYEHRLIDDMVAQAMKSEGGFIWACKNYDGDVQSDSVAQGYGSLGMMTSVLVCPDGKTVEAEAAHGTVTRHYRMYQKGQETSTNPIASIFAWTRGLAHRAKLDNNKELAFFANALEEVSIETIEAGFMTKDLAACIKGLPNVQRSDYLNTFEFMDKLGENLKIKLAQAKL
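IDH1-R132H (0.5 ug/mL dispensed) in pH 7.5 Tris buffer was preincubated 30 min with compound, then given a substrate mix of 0.016 mM NADPH and 2 mM alpha-KG for 80 min at room temperature; remaining NADPH was read by diaphorase/resazurin fluorescence.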
Pin1 inh: blocks the human prolyl isomerase Pin1 | hit rate 0.009% among 390,000 | Pin1 FP peptide displacement, HiFluor488, 10 min | Q13526 | Potency, µM (doses to about 115 µM), for inactives: at the highest dose activity, negative = inhibition, most hits filed as inhibitors; active means well fitted inhibition curve with a large enough effect in the polarisation, with a control signal flat, not every such curve was filed as active; inconclusive means small, poorly fitted or top-dose-only effect, or effect the other way, or a change in a side signal; inactive means no such curve, though single readings can be large or run the other way; the % refers to the polarisation; further: potency means the concentration at half of the fitted maximal effect; on the % scale 0 is the no-effect control and ±100 the full control effect
GLS inhibitor: blocks human kidney-isoform glutaminase activity; O94925; GLS enzymatic activity, qHTS titration; Potency, µM (series often up to 45.5 µM), inactives show at the top dose activity change, negative = inhibition, actives largely listed as inhibitors; hit rate 0.21% among 410,000; AID 624170; further: potency means the concentration at half of the fitted maximal effect; on the % scale 0 is the no-effect control and ±100 the full control effect
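Compounds were pin-transferred onto hKGA, after which L-glutamine (1 mM solution) and a detection mix of glutamate oxidase, HRP and Amplex Red were added. Initial and 30 min RT fluorescence reads were collected.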
TrxR1 inh: blocks rat thioredoxin reductase 1. recombinant rTrxR1, NADPH fluorescence consumption, selenite substrate. Potency, µM (doses to about 114 µM), for inactives: at the top dose activity change, negative = inhibition, most hits filed as inhibitors. hit rate 1% among 390,000. AID 588453; further: potency means the concentration at half of the fitted maximal effect; on the % scale 0 is the no-effect control and ±100 the full control effect; nearly all actives have a fitted effect of over 65% in size
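Rat TrxR1 (90 nM in the dispensed reagent) was pre-reduced with 400 uM NADPH for 5 min at room temperature, then incubated with compound for 15 min. After 400 uM selenite was added, NADPH fluorescence (Ex 340/Em 450 nm) was followed for 8 min.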
USP1-UAF1 inh: blocks the human USP1/UAF1 deubiquitinase complex; AID 743255; recombinant USP1/UAF1, Ub-Rhodamine cleavage fluorescence; Potency, µM (doses to about 57.1 µM), for inactives: at the top dose activity change, negative = inhibition, usual class: inhibitors; hit rate 0.23% among 390,000; further: potency means the concentration at half of the fitted maximal effect; on the % scale 0 is the no-effect control and ±100 the full control effect; nearly all actives have a fitted effect of over 60% in size; inactives centre near -12
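USP1/UAF1 complex at 1 nM was preincubated with compound for 15 min at room temperature, then Ub-Rho substrate (150nM final) was added. Fluorescence (480/540 nm) was read kinetically, 6 reads every 60 seconds.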
PI4K2A inh: inhibitors of human PI4K2A; Q9BTU6; purified PI4K2A, ADP-Glo luminescence, 1 h; hits give low values; activity change, negative = inhibition, % at 76.9 µM; hit rate 0.13% among 420,000; AID 1346378; in the data active means activity change below about -50%; inconclusive means mostly about -30% to -49%;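 further: -100% = wells without enzyme as full effect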
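PI4K2A activity was measured by ADP-Glo luminescence: enzyme (4 ug/mL stock) and phosphatidylinositol (1.2 mM stock) in Tris pH 7.5/MgCl2/EGTA/Triton X-100 buffer were reacted with ATP (300 microM stock) for one hour at ambient temperature.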
An asterisk follows results filed as active; i = inactive; ? = inconclusive; . = not tested or not shown; & = joins results of further samples; [ ] = remark or other dose. Unless noted, the call rests on the fitted dose curve; in most records, active means well fitted curve in the direction sought with a large enough effect; inconclusive means small, poorly fitted or top-dose-only effect, or another doubt; inactive means no such curve, though single readings can be large; an effect the other way counts as inactive or inconclusive. An excerpt; the hit share may differ from the screen's.

SMILES	TrxR1 substrate	HP1b binding inh	Tb PGK inh	mIDH1 inhibitor	Pin1 inh	GLS inhibitor	TrxR1 inh	USP1-UAF1 inh	PI4K2A inh
Cn1cccc1C(=O)NC1CCCCC1	4%	?	-1%	-4%	-1%	-2%	19%	-11%	-3
O=C(O)C1CCC(CNCc2ccccc2Cl)CC1 (stereo unspecified)	-9%[11.4 µM]	44%[activator]	i	8%	-11%	-8%	-3%	-11%	-2
Cc1ccc(-n2c(N)c(C(=O)N3CCN(C)CC3)sc2=S)cc1	-13%	?	-7%	0%	-3%	-4%	-16%	-16%	4
O=C(C1CCC1)N1CCc2cc(S(=O)(=O)N3CCN(c4ccccc4)CC3)ccc21	4%	34%	-1%	9%	0%	0%	15%	-24%	1
C=CCN(CC=C)CCOc1ccc2ccccc2c1	-6%	?	-3%	3%	-1%	4%	-12%	-12%	-1
O=C(Cc1ccccc1)Nc1c[nH]c(=O)[nH]c1=O	-5%	43%[activator]	i	6%	6%	-15%	-1%	-7%	0
O=C(C1=C[C@H](c2csc3ccccc23)C[C@H](OCc2ccc(CO)cc2)O1)N1CCN(Cc2ccccc2)CC1	-4%	3%	i	-12%	?	0%	-8%[57.1 µM]	-23%	-1
O=C(Nc1c(C(=O)N2CCC(N3CCCCC3)CC2)oc2ccccc12)c1ccc(F)cc1	4%	23%	-12%	16%	-8%	2%	5%	-17%	-26
CN(CC(=O)Nc1ccccc1Cl)C(=O)COC(=O)c1ccc(Cl)nc1	1%	-8%	-5%	3%	1%	-2%	7%	-18%	7
COC(=O)c1ccccc1NC(=O)c1sc2nc(C)cc(C)c2c1NC(=O)c1ccccc1Cl	51%[activator]	13%	4%	-3%	0%	-10%	?	?	-8
O=C1SC(Nc2ccc(Cl)cc2)C(=O)N1Cc1ccccc1 (stereo unspecified)	-6%	75%[activator]	i	-11%	?	-3%	-14%	-10%	-3
Cn1cnnc1SCC(=O)Nc1ccccc1Oc1ccccc1	1%	52%[activator]	-7%	-7%	-5%	-6%	15%	-23%	1
O=C(O)c1ccccc1C(=O)Nc1nccs1	-13%	1%	-8%	-1%	-10%	2%	?	-8%	-4
O=[N+]([O-])c1cc(S(=O)(=O)Nc2ccccc2)ccc1-n1nnc2ccccc21	12%	-6%	2%	-3%	9%	2%	38%[activator]	-10%	1
CC1CCCCN1C(=O)CSc1nc2cc3c(cc2c(=O)n1Cc1ccc2c(c1)OCO2)OCO3 (stereo unspecified)	7%	20%	i	6%	2%	-9%	11%	-8%	0
O=C(Nc1cc(S(=O)(=O)N2CCOCC2)ccc1Cl)c1ccc(=O)[nH]c1	4%	1%	-8%	10%	-6%	3%	11%	-23%	-1
CCOC(=O)c1nn(-c2ccccc2C)c2nc(Nc3ccccc3)cc(=O)n12	12%[57.1 µM]	10%	4%	0%	?	0%	12%[57.1 µM]	-6%	4
COc1ccccc1OCC(=O)Nc1ccc2c(c1)C(=O)N(CC1CCCO1)C2=O (stereo unspecified)	14%[57.1 µM]	8%	-6%	7%	0%	-12%	36%[57.1 µM]	-20%	-1
CCn1c(CSc2nc3ccccc3s2)nnc1SCC(=O)c1ccc(O)c(O)c1	-3%[57.1 µM]	-6%	.	3%	?	21%	-10%	-16%	2
COc1cc(/C=N/c2oc(C)c(C)c2C#N)cc(Br)c1O	-15%	-18%	-3%	5%	?	19%	?	-17%	-10

An excerpt from above, reduced to TrxR1 substrate.
compound | TrxR1 substrate
CCn1c(CSc2nc3ccccc3s2)nnc1SCC(=O)c1ccc(O)c(O)c1 | -3%[57.1 µM]
CN(CC(=O)Nc1ccccc1Cl)C(=O)COC(=O)c1ccc(Cl)nc1 | 1%
O=C(Nc1c(C(=O)N2CCC(N3CCCCC3)CC2)oc2ccccc12)c1ccc(F)cc1 | 4%
O=C(O)C1CCC(CNCc2ccccc2Cl)CC1 (stereo unspecified) | -9%[11.4 µM]

(next part)
SMILES	TrxR1 substrate	HP1b binding inh	Tb PGK inh	mIDH1 inhibitor	Pin1 inh	GLS inhibitor	TrxR1 inh	USP1-UAF1 inh	PI4K2A inh
Cc1nc(-c2ccc(S(=O)(=O)N3CCCCCC3)cc2)cs1	-3%	62%[activator]	1%	1%	-4%	1%	-2%	-17%	-9
Cc1sc2ncn(CCn3cnc4sc(C)c(C)c4c3=O)c(=O)c2c1C	-13%	41%[activator]	i	4%	19%	-16%	-17%	-6%	-20
CS(=O)(=O)c1ccccc1C(=O)N1CCN(S(=O)(=O)c2ccc(C3CCCCC3)cc2)CC1	-15%	7%	-1%	-7%	-1%	4%	-14%	-7%	3
COc1ccccc1CNC(=O)C1CCN(Cc2nc(-c3ccc(OC)c(OC)c3)oc2C)CC1	-3%	29%	11%	18%	3%	0%	4%	5%	2
O=C(NNC(=O)c1ccccc1Br)c1cnccn1	1%	46%[activator]	-6%	10%	-5%	9%	19%	-20%	-1
O=C(O)c1cccc2c1C(=O)N(Cc1ccccc1)C2	-2%[57.1 µM]	13%	13%	1%	-4%	17%	5%[57.1 µM]	-15%	3
COc1ccc(OC)c(NC(=O)[C@H](CSCc2ccccc2)N2Cc3ccccc3C2=O)c1	7%	28%	-8%	15%	0%	-5%	32%	-24%	0
CCOC(=O)CSc1nnc(CNC(=O)c2cccs2)n1Cc1ccccc1	2%	7%	3%	1%	-6%	5%	-6%	-11%	4
CC(C)(C)n1nnnc1C(c1cccs1)N1CCN(Cc2ccc3c(c2)OCO3)CC1 (stereo unspecified)	11%[57.1 µM]	35%	i	0%	-7%	-2%	12%[57.1 µM]	-22%	-2
CCOC(=O)/C(=C\C=C\N1CCOCC1)C(C)=O	-6%	28%	-9%	4%	-2%	-3%	-4%[57.1 µM]	-9%	-10
CCCCNC(=O)O[C@@H]1C[C@@H]2CCN3C(=O)CCC[C@H]([C@H]1CC)[C@H]23	3%&-5%	9%	i	-2%	-2%	-1%	13%&7%	-26%	1
COc1cc(-c2nc3nc[nH]n3c2Nc2ccc(C(C)C)cc2)ccc1O	-8%	?	-7%	-10%	6%	?	?	?	6
Cc1cc(NC(=O)c2ccccc2F)cc(C)c1OCC(=O)N1CCOCC1	8%	17%	-2%	7%	-3%	-13%	19%	-14%	-3
O=C(NNC(=O)C1CCN(S(=O)(=O)c2cccc(C(F)(F)F)c2)CC1)C1CC1	7%	47%[activator]	-4%	4%	0%	15%	11%[57.1 µM]	-13%	2
O=C(CSc1nc(C2CC2)nc2ccccc12)N1CCCCC1	2%	1%	-1%	-4%	-10%	15%	17%	-15%	19
CCOc1ccc(NC(=O)CN2CCN(CC(=O)c3ccc(OC)c(OC)c3)CC2)cc1	6%[57.1 µM]	0%	3%	2%	7%	4%	?	-11%	3
Cc1ccc2c(c1)CCCN2C(=O)Nc1ccc2c(c1)OCO2	8%[57.1 µM]	-37%	-3%	6%	-13%	35%[activator]	9%[57.1 µM]	-19%	-3
Cc1cc(NC(=O)C2=C(O)c3ccccc3S(=O)(=O)N2C)no1	-7%	60%[activator]	-2%	0%	-8%	3%&-6%	0%	-20%	-4&1
Cc1ccc(C(=O)NCC(=O)N/N=C/c2cccs2)cc1[N+](=O)[O-]	-8%	26%	-1%	-6%	2%	1%	10%	-11%	-1
CC(=O)c1ccc(N2CCN(CC(=O)Nc3ccccc3C(=O)NC3CC3)CC2)c(F)c1	-3%	34%	-1%	-4%	-10%	-1%	22%	-11%	6

Arranged by the number under USP1-UAF1 inh (largest number first): four from the list above.
SMILES	TrxR1 substrate	HP1b binding inh	Tb PGK inh	mIDH1 inhibitor	Pin1 inh	GLS inhibitor	TrxR1 inh	USP1-UAF1 inh	PI4K2A inh
CCOC(=O)/C(=C\C=C\N1CCOCC1)C(C)=O	-6%	28%	-9%	4%	-2%	-3%	-4%[57.1 µM]	-9%	-10
CCOC(=O)CSc1nnc(CNC(=O)c2cccs2)n1Cc1ccccc1	2%	7%	3%	1%	-6%	5%	-6%	-11%	4
O=C(NNC(=O)C1CCN(S(=O)(=O)c2cccc(C(F)(F)F)c2)CC1)C1CC1	7%	47%[activator]	-4%	4%	0%	15%	11%[57.1 µM]	-13%	2
O=C(CSc1nc(C2CC2)nc2ccccc12)N1CCCCC1	2%	1%	-1%	-4%	-10%	15%	17%	-15%	19
